# High-throughput results from PubChem.
# HDAC3 inhib: human HDAC3 inhibition; inhibition, % at 8.3 µM; O15379; actives 0.15% (n = 320,000); recombinant HDAC3, fluorogenic peptide/trypsin coupled, fluorescence; AID 2718; in the data active means inhibition above about 26%, passing the limit was not always enough; inconclusive means no clear call, values can overlap the other calls
# KCNK3 inh: human KCNK3 channel inhibition, primary screen; B-score at 10 µM; actives 0.84% (n = 340,000); CHO-KCNK3 thallium flux, FluxOR fluorescence; stronger effect = lower value; O14649;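 active means B-score under library mean minus 4 SD, starting fluorescence ratio at most library mean plus 5 SD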;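 further: more negative B-score means stronger inhibition of thallium flux through KCNK3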
# TMEM16A act: activates or potentiates the mouse TMEM16A chloride channel; Q8BHY3; HEK293 TMEM16A/YFP-H148Q/I152L, iodide quench fluorescence; stronger effect = lower value; B-score at 10 µM; actives 0.3% (n = 340,000); AID 623877;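 active means fluorescence-ratio B-score plate-corrected deviation score at least 3 library SD below zero, with starting fluorescence score within 5 deviations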;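 further: channel opened by trigger with iodide after compound preincubation; score built on the fluorescence ratio of max minus min over baseline; more negative score means more quench and so TMEM16A activation or potentiation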
# Target sequence (Q8BHY3 whole entry, looked up): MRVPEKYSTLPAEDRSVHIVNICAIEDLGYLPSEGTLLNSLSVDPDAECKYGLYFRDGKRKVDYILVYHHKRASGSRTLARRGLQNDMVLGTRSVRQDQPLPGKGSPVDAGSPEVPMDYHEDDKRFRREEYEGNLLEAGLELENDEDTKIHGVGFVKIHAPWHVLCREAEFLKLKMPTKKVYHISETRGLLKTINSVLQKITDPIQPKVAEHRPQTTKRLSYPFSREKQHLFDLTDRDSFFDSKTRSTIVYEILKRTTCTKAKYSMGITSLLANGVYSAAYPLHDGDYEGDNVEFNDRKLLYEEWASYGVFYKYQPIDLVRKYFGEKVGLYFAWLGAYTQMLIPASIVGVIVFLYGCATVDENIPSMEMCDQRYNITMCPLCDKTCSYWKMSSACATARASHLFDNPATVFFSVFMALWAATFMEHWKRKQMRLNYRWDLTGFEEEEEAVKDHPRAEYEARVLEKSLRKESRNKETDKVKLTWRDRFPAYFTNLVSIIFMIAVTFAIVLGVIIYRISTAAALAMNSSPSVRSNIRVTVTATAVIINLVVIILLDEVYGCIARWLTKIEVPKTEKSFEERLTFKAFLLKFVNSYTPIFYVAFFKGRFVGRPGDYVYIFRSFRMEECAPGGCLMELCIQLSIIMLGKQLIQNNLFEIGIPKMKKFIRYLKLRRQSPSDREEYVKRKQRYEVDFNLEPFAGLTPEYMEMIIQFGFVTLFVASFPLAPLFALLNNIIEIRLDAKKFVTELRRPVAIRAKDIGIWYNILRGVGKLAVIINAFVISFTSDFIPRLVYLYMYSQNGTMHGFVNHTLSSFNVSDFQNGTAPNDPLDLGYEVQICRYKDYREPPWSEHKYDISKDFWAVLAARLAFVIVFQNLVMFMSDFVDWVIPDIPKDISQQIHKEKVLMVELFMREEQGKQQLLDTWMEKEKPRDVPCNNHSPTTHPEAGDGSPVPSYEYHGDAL
# ANO1 block: inhibitors of mouse TMEM16A calcium-activated chloride channel; normalized B-score (activity score, 25-100; higher = stronger inhibition) at 10 µM; HEK293 TMEM16A/YFP iodide influx fluorescence, ionomycin; actives 1.2% (n = 310,000); Q8BHY3;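 active means ratio plate-corrected score three or more library SD toward inhibition, starting fluorescence score within five deviations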;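 further: score derived from kinetic fluorescence span divided by baseline fluorescence per well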
# * marks the source's active call; other numbers are inactive results; i = inactive; ? = inconclusive; & = joins results of further samples.
SMILES,HDAC3 inhib,KCNK3 inh,TMEM16A act,ANO1 block
CCCNc1ncnc2sc(C)c(C)c12,4,i,i,i
CC1=NOC(=O)/C1=C/c1ccc(-c2ccc(Cl)cc2)o1,-5,i,i,i
C=CCN1CCc2cc(O)c(O)cc2C(c2ccccc2)C1 (stereo not drawn),-3,i,i,i
CN(C)C1=NC[C@H](Cc2ccccc2)N1CCc1cccc(F)c1,-3,i,i,i
CCOC(=O)CSc1nc2cc3c(cc2cc1C#N)OCO3,-7,i,i,i
CCOC(=O)CSc1nnc(CNC(=O)c2cc(OCC)c(OCC)c(OCC)c2)n1C,-4,i,i,i
c1ccc(CCCCN2CCN=C2Nc2ccccc2)cc1,-2,i,i,i
Cc1ccc(C)c(S(=O)(=O)Nc2cc(SCC(=O)O)c(O)c3ccccc23)c1,10,i,i,i
O=S(=O)(NCC1CCCO1)c1ccc2c(c1)OCCO2 (stereo not drawn),-10,i,i,i
Cc1nc2ccc3nc(NC(=O)c4ccc(S(=O)(=O)N5CCOCC5)cc4)sc3c2s1,-3,i,i,i
COc1ccc(CSc2nc(C)cc(=O)[nH]2)cc1,4,i,i,i
CCOc1ccc(NS(=O)(=O)c2ccc3[nH]cc(C(=O)N(CC)CC)c(=O)c3c2)cc1,3,i,i,i
Cc1ccc([C@@H]2CC=C(C(=O)O)[C@H](c3ccccc3)N2S(=O)(=O)c2ccc(C)cc2)cc1,3,i,i,i
C[C@@H]1O[C@@H]1P(=O)(O)O,-3,i,i,i
NS(=O)(=O)c1cc(Cl)c(Cl)c(S(N)(=O)=O)c1,-4,i,i,i
COc1cccc(C(=O)Nc2cc(C(=O)NCc3ccc(C)cc3)ccc2N2CCC3(CC2)CC(c2cccc(Br)c2)=NO3)c1,9,i,i,i
COc1ccc(NC(=O)c2cc(-c3ccc(C)o3)nc3ccccc23)cc1OC,1,i,i,i
COc1ccc(C[C@H](N)C(=O)N[C@H]2[C@@H](O)[C@H](n3cnc4c(N(C)C)ncnc43)O[C@@H]2CO)cc1,0,i,i,i
CC(C)CSc1nc(N2CCOCC2)c2c(c1C#N)CC(C)(C)SC2,-3,i,i,i
O=C1OC(CN2CCOCC2)CN1N=Cc1ccc([N+](=O)[O-])o1 (stereo not drawn),6,i,i,i
C=C1CC[C@@]23CC[C@]4(C)[C@@](OC2=O)([C@@H]3C1)[C@H]1O[C@H]1C1[C@@]2(C)CC[C@H](O)C(C)(C)C2CC[C@]14C (stereo partly drawn),2,i,i,i
CCCC(O)(CCC)C(=O)NN(C(=O)OC)c1ccccc1,2,i,i,i
O=C(CCc1nc2ccccc2c(=O)[nH]1)NCc1cccc(Cl)c1,0,i,i,i
C#CCOCCOCCOCCNc1nc(N2CCN(C(=O)[C@H](CCCCN)n3cc(CC(C)O)nn3)CC2)nc(N2CCN(C(=O)[C@H](CCCCN)n3cc(CC(C)O)nn3)CC2)n1 (stereo partly drawn),-1,i,i,i
CCOc1ccc(NC(=O)C(c2ccccn2)N(C(=O)CCl)c2ccc(OCC)cc2)cc1 (stereo not drawn),5,i,i,i
O=C1C2C3C=CC(CO)(O3)C2C(=O)N1c1ccccc1-c1ccccc1 (stereo not drawn),2,i,i,i
O=C(NNC(=O)c1cccs1)c1ccc(Br)o1,15,i,i,i
O=S(=O)(c1ccc(F)cc1)N1CCCC(c2nc(-c3ccc(F)cc3)no2)C1 (stereo not drawn),3,i,i,i
N=c1sccn1CC(=O)NCCc1ccc(Cl)cc1Cl,3,i,i,i
Cc1ccc(N(CC(=O)N2CCN(C3CCCCC3)CC2)S(=O)(=O)c2cccnc2)cc1,2,i,i,i

# Fetched one by one from above, five records:
SMILES,HDAC3 inhib,KCNK3 inh,TMEM16A act,ANO1 block
O=C(CCc1nc2ccccc2c(=O)[nH]1)NCc1cccc(Cl)c1,0,i,i,i
CC(C)CSc1nc(N2CCOCC2)c2c(c1C#N)CC(C)(C)SC2,-3,i,i,i
N=c1sccn1CC(=O)NCCc1ccc(Cl)cc1Cl,3,i,i,i
COc1ccc(C[C@H](N)C(=O)N[C@H]2[C@@H](O)[C@H](n3cnc4c(N(C)C)ncnc43)O[C@@H]2CO)cc1,0,i,i,i
O=S(=O)(c1ccc(F)cc1)N1CCCC(c2nc(-c3ccc(F)cc3)no2)C1 (stereo not drawn),3,i,i,i

# The list goes on.
SMILES,HDAC3 inhib,KCNK3 inh,TMEM16A act,ANO1 block
CN(C(=O)c1ccccn1)c1nnc(-c2cccnc2)s1,-2,i,i,i
CCOc1ccccc1NC(=O)CCS(=O)(=O)c1cccc2nonc12,-12,i,i,i
COc1ccc(N=Nc2nc3cc(Br)c(Br)cc3n2C)c(OC)c1,0,i,i,i
Cc1nn(C)c(C)c1S(=O)(=O)N1CCCC(C(=O)NCCc2ccc(Cl)cc2)C1 (stereo not drawn),11,i,i,i
Cc1ccc(NC(=O)NC2CCCCC2)cc1Cl,-8,i,i,i
c1ccc(NC2=NCCN2CCCC2CCCCC2)cc1,3,i,i,i
CCC(C)(C)C1CCc2[nH]nc(C(=O)NCc3ccccn3)c2C1 (stereo not drawn),-5,i,i,i
COc1ccc(OC)c(C2C(C(=O)c3ccc(C)o3)=C(O)C(=O)N2CCCN2CCOCC2)c1 (stereo not drawn),-3,i,i,i
CN(Cc1nc(-c2ccccn2)no1)S(=O)(=O)c1ccccc1,3,i,i,i
CCOC(=O)[C@H]1[C@H]2COc3ccc(Br)cc3[C@@H]2N2C(=O)c3cc(OC)c(OC)cc3NC(=O)[C@@]12C,6,i,i,i
Cc1ccc(S(=O)(=O)c2c(C)nn(-c3ccccc3)c2OC(=O)c2ccc(Br)o2)cc1,-1,i,i,i
CCC(C)(C(=O)NC1CCCCC1)N(C(=O)C1CCC(=O)N1)c1ccc(C)cc1 (stereo not drawn),-5,i,i,i
O=C1CCc2cc(S(=O)(=O)NCCC(=O)N3CCN(c4cccc(Cl)c4)CC3)ccc2N1,4,i,i,i
O=C(CC1NCCNC1=O)Nc1ccc2c(c1)OCCO2 (stereo not drawn),0,i,i,i
O=C(CCN1C(=O)c2ccccc2C1=O)Nc1ccc(S(=O)(=O)NC2=NCCCCC2)cc1,2,i,i,i
Ic1ccc(N2CCN(Cc3c[nH]c4ncccc34)CC2)cc1,-7,i,i,i
O=C(c1cc2nc(-c3ccco3)cc(C(F)(F)F)n2n1)N1CCN(c2ccc(F)cc2)CC1,4,i,i,i
COc1cc(NS(C)(=O)=O)ccc1Nc1c2ccccc2nc2ccccc12,-1,i,i,i
C=C1C[C@]23C[C@@]1(O)CC[C@H]2[C@@]12C=C[C@H](O)[C@@](C)(C(=O)O1)[C@H]2[C@@H]3C(=O)O,-1&3,i,i,i
C[C@H]1CN=C(N(C)C)N1CCc1cccc(F)c1,-1,i,i,i
COc1ccc(-c2cc(C(=O)NCc3ccco3)no2)cc1OC,-2,i,i,i
Cc1ccc(O)c(C(=O)c2cnn(C(=O)Cc3csc(C)n3)c2)c1,-4,i,i,i
Cc1ccc(S(=O)(=O)N2[C@@H](c3ccccc3)C(C(=O)O)=CC[C@H]2c2ccc3c(c2)OCO3)cc1,11,i,i,i
O=C(NCc1ccco1)c1ccc2c(=O)n(Cc3ccco3)c(SCC(=O)N3CCCC3)nc2c1,4,i,i,i
Fc1ccc(CN2CCCCCC2)c(F)c1,-5,i,i,i
O=C(COc1cccc2ccccc12)Nc1nc2ccccc2[nH]1,9,i,i,i
FC(F)(F)c1nnc2ccc(N3CCCCCC3)nn12,-2,i,i,i
CCOc1ccc(C(=O)N2CCCC2C(=O)O)cc1 (stereo not drawn),1,i,i,i
CC(C)(C)OC(=O)COc1cc(OCC(=O)OC(C)(C)C)c2c(=O)cc(-c3ccccc3)oc2c1,1,-9.1*,i,100*
O=C(OC(C(=O)Nc1cccc(C(F)(F)F)c1)c1ccccc1)C1CCCCC1 (stereo not drawn),?,i,i,i
Cc1nc2c([nH]1)C1(CCN(Cc3ccccc3)CC1)C(C#N)=C(N)O2,0,i,i,i
C/C=C/CSc1nc2c(c(=O)[nH]c(=O)n2C)n1CCC,0,i,i,i
COc1ccccc1NC(=O)C1=C(C)NC(=O)NC1c1ccccc1F (stereo not drawn),-9,i,i,i
Cc1ccc(S(=O)(=O)N2[C@@H](c3ccccc3F)C(C(=O)O)=CC[C@H]2c2ccc3c(c2)OCO3)cc1,-1,i,i,i
O=C(O)CCNS(=O)(=O)c1cccc2nsnc12,2,i,i,i
Cc1ccc(S(=O)(=O)N2[C@@H](c3ccc(Cl)cc3)C(C(=O)O)=CC[C@H]2c2ccc(Cl)cc2)cc1,5,i,i,100*
Cc1cccc(/C(N)=N/OC(=O)COc2ccccc2Cl)c1,1,i,i,i
O=C(COc1ccccc1Cl)NCc1ccco1,-5,i,i,i
COc1ccc(NC(=O)c2cc3n(n2)C(C(F)(F)F)CC(c2ccc4c(c2)OCO4)N3)cc1OC (stereo not drawn),2,i,i,i
Cc1ccc(S(=O)(=O)N2CC(C(=O)O)=CC[C@H]2c2ccc(Cl)cc2)cc1,1,i,i,i
CSCC[C@@H](C(=O)NCCCCCCCCCCC(=O)N1CCNCC1)n1cc(CCO)nn1,-3,i,i,i
CCOC(=O)c1cnn2c1[nH]c(=O)c1ccccc12,-18,i,i,i
COc1ccc(CCNC(=O)c2c(O)c3c([nH]c2=O)CCCC3)cc1OC,-5,i,i,i
NCCCC[C@@H](C(=O)N1CCNCC1)n1cc([C@@H](N)CC(N)=O)nn1,-1,i,i,i
S=C(c1ccc(N2CCCC2)cc1)N1CCCCC1,4,i,i,i
COC(=O)Nc1nc2ccc(SC(C)C)cc2[nH]1,0,i,i,i
N=c1c2c3c(sc2nc2n1CCCCC2)CCCCC3,-1,i,i,i
CC(C)C[C@@H]1NC(=O)[C@H](C(C)C)NC(=O)c2cc([N+](=O)[O-])cc(I)c2OCC[C@@H](C(N)=O)NC1=O,5,i,i,i
Cn1c(-c2ccccc2)cc2onc(-c3ccccc3)c2c1=O,-1,i,i,i
CN1CCN(CCCNC(=O)c2cn(C)c3ccc(S(=O)(=O)N(C)C)cc3c2=O)CC1,7,i,i,i
CCCCC(CC)CN=C(N)NC(N)=NCCCCCCN=C(N)NC(N)=NCC(CC)CCCC (stereo not drawn),?,i,-26*,i
CN1/C(=C\C=Nc2ccc3ccccc3c2)C(C)(C)c2ccccc21,11,i,i,i
N#CN=C1SCCS1,-5,i,i,i
C[N+](C)(C)CCOC(N)=O,0,i,-5.7*,i
C#CCOCCOCCOCCNc1nc(N2CCOCC2)nc(N2CCN(C(=O)CCCCCCCCCCNC(=O)[C@@H](CCSC)n3cc(CCO)nn3)CC2)n1,0,i,i,i
CCC(C)C(=O)Nc1nnc(-c2cccs2)s1 (stereo not drawn),-3,i,i,i
CC(C)C[C@H]1CN=C(N(C)C)N1CC1CCCCCC1,-4,i,i,i
CC(=O)[C@H]1CC[C@H]2[C@@H]3C=CC4=CC(=O)CC[C@@]4(C)[C@@H]3CC[C@]12C,1,i,i,i
CCOC(=O)[C@H]1[C@H]2COc3ccc(Cl)cc3[C@@H]2N2C(=O)c3ccc(C)cc3NC(=O)[C@@]12C,-1,i,i,i
CC(C)OC(=O)CN1CCN(S(=O)(=O)c2cc(Cl)ccc2Cl)CC1,5,i,i,i

# Part of the list above, set out differently.
canonical_smiles | HDAC3 inhib | KCNK3 inh | TMEM16A act | ANO1 block
Cc1nc2ccc3nc(NC(=O)c4ccc(S(=O)(=O)N5CCOCC5)cc4)sc3c2s1 | -3 | i | i | i
COc1ccc(CSc2nc(C)cc(=O)[nH]2)cc1 | 4 | i | i | i
CCOc1ccc(NS(=O)(=O)c2ccc3[nH]cc(C(=O)N(CC)CC)c(=O)c3c2)cc1 | 3 | i | i | i
Cc1ccc([C@@H]2CC=C(C(=O)O)[C@H](c3ccccc3)N2S(=O)(=O)c2ccc(C)cc2)cc1 | 3 | i | i | i
C[C@@H]1O[C@@H]1P(=O)(O)O | -3 | i | i | i
NS(=O)(=O)c1cc(Cl)c(Cl)c(S(N)(=O)=O)c1 | -4 | i | i | i

# Next results
SMILES,HDAC3 inhib,KCNK3 inh,TMEM16A act,ANO1 block
Cc1cc(NC(=O)COc2nnc(-c3ccccc3)c3ccccc23)no1,2,i,i,i
O=C(O)c1ccc(N(c2ccccc2)c2ccccc2)cc1,-79,i,i,i
CC[n+]1c(/C=C(\C)Nc2ccccc2)sc2ccccc21,?,i,i,i
COc1ccc(NC(=O)CN2CCN(CC(=O)Nc3ccc(OC)c(OC)c3)CC2)cc1,4,i,i,i
O=C(CN1CCN(CCC(=O)Nc2ccccc2F)CC1)Nc1ccc(F)cc1,-1,i,i,i
O=C(Nc1ccc(Cl)c(Cl)c1)C1CCCCC1,3,i,i,i
O=C1NC(C(=O)O)=CC(c2cccc(Cl)c2Cl)N1 (stereo not drawn),-14,i,i,i
CCOCCCNCC(=O)Nc1ccccc1N1CCOCC1,1,i,i,i
CC(C)C[C@H]1CN=C(Nc2ccccc2)N1CC(C)C,3,i,i,i
O=C(CCN1C(=O)/C(=C/c2cccs2)SC1=S)NC1=NCCS1,0,i,i,i
CCCNC(=O)CSc1nnc(C)s1,-9,i,i,i

# This is a subset; count on the stated rates, not on these rows.
